# High-throughput results deposited in PubChem BioAssay by National Center for Advancing Translational Sciences (NCATS).
# rTrxR1 inhibitor: qHTS Assay for Inhibitors of Mammalian Selenoprotein Thioredoxin Reductase 1 (TrxR1): qHTS. Potency, µM (highest dose often 114 µM), for the others: at the highest dose activity change, negative = inhibition, most hits filed as inhibitors. 390,000 compounds, 1% hits. recombinant rTrxR1, NADPH fluorescence consumption, selenite substrate. AID 588453, 2011. Thioredoxin reductase 1, cytoplasmic (Rattus norvegicus), O89049; also: potency is read from the fitted curve at half-maximal effect; % is scaled to controls: 0 for no effect and ±100 for the full control effect; nearly all actives have a fitted effect of over 65% in size
#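 Rat TrxR1 (90 nM in the dispensed reagent) was pre-reduced with 400 uM NADPH for 5 min at room temperature, then incubated with compound for 15 min. After 400 uM selenite was added, NADPH fluorescence (Ex 340/Em 450 nm) was followed for 8 min.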
# D2 agonist: HTS Assay for Allosteric Agonists of the Human D2 Dopamine Receptor: Primary Screen for Agonists; D(2) dopamine receptor (Homo sapiens), P14416; HEK293 T-REx D2 cells, calcium flux agonist mode; activation, % at 2 µM; 340,000 compounds, 0.53% hits; AID 485358, 2010;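 active = activation over 3 SD above normal in the single-dose calcium agonist read, cut at about 30% in these data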; also: 0% is about no effect
#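 In this primary screen, compounds producing a positive calcium signal within 180 s of addition to tetracycline-induced, force-coupled HEK293 Trex D2 cells are flagged; cells are dye-loaded with a no-wash calcium kit beforehand.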
# TrxR1 substrate: qHTS Assay for Substrates of Mammalian Selenoprotein Thioredoxin Reductase 1 (TrxR1): qHTS; Potency, µM (titrated, usually from 114 µM), for the others: top-dose activity change, negative = substrate turnover; 390,000 compounds, 0.01% hits; purified TrxR1 substrate turnover, NADPH consumption readout; Thioredoxin reductase 1, cytoplasmic (Rattus norvegicus), O89049; also: potency is read from the fitted curve at half-maximal effect; % is scaled to controls: 0 for no effect and ±100 for the full control effect; nearly all actives have a fitted effect of over 50% in size
#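 Rat TrxR1, dispensed at 90 nM, was prereduced with 400 uM NADPH (final) for 5 min at ~22 deg C, then incubated with compound 15 min before 400 uM selenite. A first-read NADPH fluorescence drop versus no-compound background flagged substrates.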
# Pin1 inh: qHTS Assay to Find Inhibitors of Pin1 | Peptidyl-prolyl cis-trans isomerase NIMA-interacting 1 (Homo sapiens), Q13526 | Pin1 FP peptide displacement, HiFluor488, 10 min | Potency, µM (highest dose often 115 µM), for the others: at the highest dose activity, negative = inhibition, usual class: inhibitors | 390,000 compounds, 0.009% hits | AID 504891, 2011; active = well fitted inhibition curve with a large enough effect in the polarisation, with a control signal flat, not every such curve was filed as active; inconclusive = small, poorly fitted or top-dose-only effect, or effect the other way, or a change in a side signal; inactive = no such curve, though single readings can be large or run the other way; the % refers to the polarisation; also: potency is read from the fitted curve at half-maximal effect; % is scaled to controls: 0 for no effect and ±100 for the full control effect
# Target sequence (Q13526 whole entry, looked up): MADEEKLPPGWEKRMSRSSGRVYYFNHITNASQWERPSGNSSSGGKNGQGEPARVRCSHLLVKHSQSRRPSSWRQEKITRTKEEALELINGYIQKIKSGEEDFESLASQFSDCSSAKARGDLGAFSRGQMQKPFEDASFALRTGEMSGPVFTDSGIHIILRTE
# TRHR PAM: qHTS for Small Molecule Agonists and Allosteric Enhancers of Human TRH Receptor: Primary Screen for Enhancers; Thyrotropin-releasing hormone receptor (Homo sapiens), P34981; TRHR cells, fluo-8 calcium fluorescence, EC20 TRH enhancement; enhancement, % at 2 µM; 360,000 compounds, 0.66% hits; AID 493056, 2011; in the data active = enhancement above about 30%; also: 0% is about no effect
# Target sequence (P34981 whole entry, looked up): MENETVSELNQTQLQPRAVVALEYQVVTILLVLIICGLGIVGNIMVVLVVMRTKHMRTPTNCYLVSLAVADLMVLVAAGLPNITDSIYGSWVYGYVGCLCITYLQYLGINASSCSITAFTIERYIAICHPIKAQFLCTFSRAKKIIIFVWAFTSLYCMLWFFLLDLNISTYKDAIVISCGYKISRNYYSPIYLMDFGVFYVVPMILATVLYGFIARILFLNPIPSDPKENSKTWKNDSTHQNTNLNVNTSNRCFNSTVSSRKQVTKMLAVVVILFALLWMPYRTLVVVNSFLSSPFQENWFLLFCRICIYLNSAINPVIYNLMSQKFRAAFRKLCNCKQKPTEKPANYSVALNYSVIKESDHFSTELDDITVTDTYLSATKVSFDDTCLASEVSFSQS
#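 Enhancer read-out: after compound pinning and an initial kinetic agonist-mode read, an EC20 of TRH (10 nM final) was injected and fluo-8 calcium signal (Ex 480/Em 530) followed at 1 s/cycle for 100 cycles in TRHR-expressing cells.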
# D2 antagonist: HTS Assay for Allosteric Antagonists of the Human D2 Dopamine Receptor: Primary Screen for Antagonists | HEK293 TREx D2 cells, calcium flux, dopamine EC80 | inhibition, % at 10 µM | 340,000 compounds, 2% hits | AID 485344, 2010; in the data active = inhibition above about 30%; also: 0% is about no effect
#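 Overnight-induced (tetracycline, 30 C) HEK293 T-REx cells carrying force-coupled D2 receive a no-wash calcium dye, then compound, then EC80 dopamine at 180 s; signals are read kinetically throughout.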
# USP1-UAF1 inh: Inhibitors of USP1/UAF1: Primary Screen | Ubiquitin carboxyl-terminal hydrolase 1 (Homo sapiens), O94782 | recombinant USP1/UAF1, Ub-Rhodamine cleavage fluorescence | Potency, µM (doses to about 57.1 µM), for inactives: top-dose activity change, negative = inhibition, usual class: inhibitors | 390,000 compounds, 0.23% hits | AID 743255, 2014; also: potency is read from the fitted curve at half-maximal effect; % is scaled to controls: 0 for no effect and ±100 for the full control effect; nearly all actives have a fitted effect of over 60% in size; inactives centre near -12
#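 In this screen, compounds sit with the deubiquitinase complex (1nM) for 15 min at room temperature before Ub-Rho is added at 150nM final. Fluorescence rise is then followed for 6 reads every 60 seconds.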
# TRHR ag: qHTS for Small Molecule Agonists and Allosteric Enhancers of Human TRH Receptor: Primary Screen for Agonists | TRHR cells, calcium flux fluo-8, FDSS agonist mode | activation, % at 2 µM | 360,000 compounds, 0.18% hits | AID 493084, 2011; in the data active = activation above about 30%; also: 0% is about no effect
#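 TRHR-expressing cells, plated overnight in medium with 10% serum, were loaded with fluo-8 calcium dye at room temperature. After a 10 s baseline, library compound was pin-added and calcium release was recorded kinetically (ex 480/em 530) as agonist response.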
# IDH1 R132H inh: qHTS for Inhibitors of mutant isocitrate dehydrogenase 1 (IDH1): qHTS | 390,000 compounds, 0.093% hits | IDH1-R132H enzyme, NADPH consumption, diaphorase/resazurin fluorescence | Potency, µM (series often up to 76.6 µM), for inactives: at the highest dose activity change, negative = inhibition, hits mostly inhibitors | Isocitrate dehydrogenase [NADP] cytoplasmic (Homo sapiens), O75874; also: potency is read from the fitted curve at half-maximal effect; % is scaled to controls: 0 for no effect and ±100 for the full control effect; nearly all actives have a fitted effect of over 65% in size
# Target sequence (O75874 whole entry R132H, stated change not applied): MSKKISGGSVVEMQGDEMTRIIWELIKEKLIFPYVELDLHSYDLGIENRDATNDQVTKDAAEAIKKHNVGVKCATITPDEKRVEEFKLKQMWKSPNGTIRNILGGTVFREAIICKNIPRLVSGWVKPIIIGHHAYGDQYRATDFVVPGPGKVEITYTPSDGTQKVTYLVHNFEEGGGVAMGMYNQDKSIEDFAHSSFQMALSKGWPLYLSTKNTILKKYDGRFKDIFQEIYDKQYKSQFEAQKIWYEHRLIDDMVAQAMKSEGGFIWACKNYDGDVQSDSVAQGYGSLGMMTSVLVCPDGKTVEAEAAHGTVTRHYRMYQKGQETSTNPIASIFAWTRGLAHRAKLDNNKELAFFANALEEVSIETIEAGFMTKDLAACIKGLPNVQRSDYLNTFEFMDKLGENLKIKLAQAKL
#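 IDH1-R132H (0.5 ug/mL dispensed) in pH 7.5 Tris buffer was preincubated 30 min with compound, then given a substrate mix of 0.016 mM NADPH and 2 mM alpha-KG for 80 min at room temperature; remaining NADPH was read by diaphorase/resazurin fluorescence.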
# Active calls of the source: *; ? = inconclusive; / = no result given; & = joins results of further samples; [ ] = dose if it differs, or a comment. Unless noted, calls follow the shape of the dose curve; as a rule, active = well fitted inhibition curve with a large enough effect; inconclusive = small, poorly fitted or top-dose-only effect; inactive = no such curve, though single readings can be large or run the other way. Some of the compounds tested; rates above refer to the full screens.
SMILES,rTrxR1 inhibitor,D2 agonist,TrxR1 substrate,Pin1 inh,TRHR PAM,D2 antagonist,USP1-UAF1 inh,TRHR ag,IDH1 R132H inh
CCOC(=O)NCC(C)(C)CNC(=O)OCC,15%,1.7,5%,-5%,4,-9,-15%,0.2,5%
COc1ccc(C(c2nnnn2Cc2cccs2)N2CCN(c3ccccc3F)CC2)cc1OC (stereo not drawn),13%,0.2,-5%,-4%,13,-31,-8%,-0.1,4%
COc1ccc(NC(=O)N2CCCC(c3nc(-c4ccc(F)cc4)no3)C2)cc1 (stereo not drawn),15%,-0.6,-1%,1%,0,-13,-19%,-0.3,12%
CS(=O)(=O)c1cccc(C(=O)OCC(=O)Nc2ccc3c(c2)OCO3)c1,10%,/,-2%,0%,10,/,-2%,-0.5,1%
Cc1ccc(NS(=O)(=O)c2cccc(C(=O)N3CCCCC3)c2)cc1,5%[11.4 µM],/,6%[11.4 µM],0%,/,/,-20%,/,4%
CC1CCN(S(=O)(=O)c2nnc(NC(=O)c3cccc(Br)c3)s2)CC1,28%[11.4 µM],-0.1,-7%,-2%,-1,/,-12%,0.2,35%[activator]
NC(=O)c1ccc(Nc2ccc3nonc3c2[N+](=O)[O-])cc1,-6%[57.1 µM],-0.1,-12%,-7%,12,4,-13%,-0.3,-1%
COc1cccc(NC(=S)NCCc2ccccn2)c1,18%,0.0,-3%,-15%,-2,-1,-5%,-0.4,-4%
Cc1ccc2c(CN(C)Cc3ccc(OC(F)F)cc3)cc(=O)oc2c1C,27%[57.1 µM],1.8,2%[57.1 µM],25%,2,-17,-9%,0.9,8%
COC(=O)CN1C(=O)C2(C(C#N)=C(N)Oc3ccccc32)C2=C1CC(C)(C)CC2=O (stereo not drawn),-4%[57.1 µM],0.4,2%[57.1 µM],-9%,-9,-10,-8%,-0.3,0%
CCOc1ccc(Cn2c(=O)sc3ccccc32)cc1,21%&13%,1.2&-0.7,1%&6%,?,-6&-2,-2,?,1.2&-0.5,3%&7%
Cc1ccc(CS(=O)(=O)c2cn(CC(=O)N3CCOCC3)c3ccccc23)cc1,-1%,-1.5,-10%,-2%,-6,0,-24%,0.1,-15%
CC(CCc1ccco1)N(C)S(=O)(=O)c1csc(C(N)=O)c1 (stereo not drawn),-7%,0.0,-2%,-1%,1,26,-15%,0.3,0%
Cc1noc(C)c1CSCC(=O)N(C)CC(=O)Nc1ccccc1Cl,-9%,-0.1,-11%,-14%,-2,13,-5%,0.3,11%
CCC(=O)NC(=S)Nc1c(C)cc(Br)cc1C,28µM*,-0.3,3%,-8%,-7,6,-19%,0.0,14%
CC(C)Cc1nnc(NC(=O)c2cccc(S(=O)(=O)N3CCN(C)CC3)c2)s1,-16%,0.4,-16%,-3%,-6,-6,-19%,0.2,3%
CCOC(=O)c1[nH]n(-c2ccc(Cl)cc2)c(=O)c1C,-15%,0.6,-4%,?,-10,-26,-18%,0.5,4%
Cc1cc(C)n2nc(SCC(=O)N(CCC#N)c3ccc(F)cc3)nc2n1,3%,-0.5,-4%,2%,-3,-5,-6%,0.3,-2%
O=C(CSc1nc2ccc(NC(=O)C3CCCCC3)cc2s1)NCC1CCCO1 (stereo not drawn),22%,2.2,4%[57.1 µM],-1%,-4,-4,1%,-0.4,5%
CCc1nnc(NC(=O)CSc2ccc(-c3ccccc3OC)nn2)s1,26%[57.1 µM],-1.0,7%[57.1 µM],-1%,1,-13,-13%,-0.7,0%
C#CCOc1nc2c(c(=O)n(C)c(=O)n2C)n1Cc1ccccc1,36%[activator],-0.8,5%,-8%,6,22,-10%,-0.2,14%
COc1ccc(OC)c(NC(=O)CN2C(=O)COc3ccc(S(=O)(=O)N4CCCC4)cc32)c1,12%,0.2,3%,-4%,1,14,-19%,-0.7,15%
O=C(c1cc(C2CC2)on1)N1CCCC(N2CCN(c3cccc(C(F)(F)F)c3)CC2)C1 (stereo not drawn),-5%,-0.8,-8%,2%,-2,-1,-9%,-1.5,3%
CN(CCOc1ccccc1)c1ccc(S(=O)(=O)N2CCCCC2)cn1,11%,1.2,10%,4%,-9,-12,-6%,0.6,8%
COC(=O)c1cc(-c2ccc(Cl)cc2)n(-c2ccc(S(N)(=O)=O)cc2)n1,11%[57.1 µM],11,1%[57.1 µM],3%,0,5,-21%,0.4,5%
O=C(NCCc1ccccc1)/C(=C\c1cccc([N+](=O)[O-])c1)NC(=O)c1ccco1,-11%,/,-5%,-10%,0,/,-15%,-1.4,6%
COC(=O)C(NC(C)=O)(Nc1ccc(Br)cn1)C(F)(F)F (stereo not drawn),-5%,0.3,-5%,-2%,-2,-10,-10%,0.1,1%
CN(C)c1ccc(-c2n[nH]c(=S)n2-c2ccccc2)cc1,-24%,0.7,28%,-4%,2,11,-22%,0.0,-6%
O=S(Cc1ccc(Br)cc1)Cc1nnc(SCc2ccc(Cl)cc2)n1-c1ccccc1 (stereo not drawn),-11%,0.9,-11%,1%,-2,17,-11%,0.3,2%
c1ccc2c(N3CCCCC3)nc(N3CCOCC3)nc2c1,8%,0.0,10%,-5%,2,-3,-1%,0.1,-2%
O=C(CCC1CCCN(C(=O)c2cccnc2)C1)NCc1ccccc1F (stereo not drawn),-12%,-1.3,-6%,-10%,-3,-6,-4%,0.8,4%
N#Cc1ccccc1CN1C(=O)c2ccccc2Sc2ccc(C(=O)OCc3ccco3)cc21,9%[57.1 µM],2.1,-1%[57.1 µM],68%[activator],-3,/,-10%,0.8,-6%
COc1ccc(NC(NC(=O)c2cccnc2)C(Cl)(Cl)Cl)cc1 (stereo not drawn),-5%,0.6,0%,0%,27,-16,-3%,0.4,-6%
CNC(=O)Nc1ccc(Cn2cc(C(F)(F)F)ccc2=O)cc1,7%[57.1 µM],-0.2,10%[57.1 µM],-7%,7,27,-7%,0.0,4%
COc1ccc2cc(C(=O)Nc3ccc(S(N)(=O)=O)cc3)sc(=O)c2c1OC,15%[57.1 µM],-0.3,5%,23%,-1,-12,-16%,1.0,-1%
Cc1cc(C)cc(-n2ccnc2SCC(=O)Nc2ccc3c(c2)OCO3)c1,16%[57.1 µM],-2.2,1%[57.1 µM],?,-5,/,-16%,-0.3,10%
O=C(CN(C(=O)CNC(=O)c1ccco1)c1ccc(F)cc1)NC1CCCC1,14%,0.2,5%,-9%,4,4,-14%,0.7,0%
O=C1CN(C(=O)COC(=O)c2ccc(Br)o2)c2ccccc2N1,25%,/,8%,14%,/,/,-21%,/,4%
Cc1cccc(N2CN(Cc3ccco3)CNC2=S)c1,21%,0.2,6%,0%,6,5,-10%,0.3,2%
Cn1c(-c2ccccc2)cnc1NCc1cc2c(cc1[N+](=O)[O-])OCO2,11%,-1.5,-5%,2%,20,-7,-12%,-0.1,5%

# A portion from further up, for reference:
SMILES,rTrxR1 inhibitor,D2 agonist,TrxR1 substrate,Pin1 inh,TRHR PAM,D2 antagonist,USP1-UAF1 inh,TRHR ag,IDH1 R132H inh
O=C(CN(C(=O)CNC(=O)c1ccco1)c1ccc(F)cc1)NC1CCCC1,14%,0.2,5%,-9%,4,4,-14%,0.7,0%
O=C1CN(C(=O)COC(=O)c2ccc(Br)o2)c2ccccc2N1,25%,/,8%,14%,/,/,-21%,/,4%
Cc1cccc(N2CN(Cc3ccco3)CNC2=S)c1,21%,0.2,6%,0%,6,5,-10%,0.3,2%
Cn1c(-c2ccccc2)cnc1NCc1cc2c(cc1[N+](=O)[O-])OCO2,11%,-1.5,-5%,2%,20,-7,-12%,-0.1,5%

# More compounds follow.
SMILES,rTrxR1 inhibitor,D2 agonist,TrxR1 substrate,Pin1 inh,TRHR PAM,D2 antagonist,USP1-UAF1 inh,TRHR ag,IDH1 R132H inh
Cc1cc(F)ccc1NC(=O)CCS(=O)(=O)c1ccc2c(c1)CC(C)N2C(=O)C1CC1 (stereo not drawn),16%,-0.4,4%,-6%,2,/,2%,-0.3,-5%
Cc1cc(C)nc(SCc2nnc(SCC(N)=O)o2)n1,17%,0.6,3%,6%,0,0,-22%,0.3,-5%
Cc1ccc(OC(=S)Nc2ccc(O)cc2)cc1,-39%,0.0,-6%,-3%,-4,14,-18%,0.0,2%
O=C(Cc1ccccc1)N/N=C/c1ccccn1,-17%,/,-8%,0%,/,/,-12%,/,7%
Cn1cc(/C=C2\SC(=S)N(N3CCOCC3)C2=O)c2ccccc21,-6%,0.0,-3%,14%,-6,1,-11%,-1.0,-1%
COc1ccc(/C=C2\SC(=O)N=C2N)cc1,12%,-0.6,1%,0%,2,-9,-20%,-0.4,-6%
CCOc1ccc(S(=O)(=O)N2CCC(C(=O)N3CCN(Cc4ccccc4)CC3)CC2)cc1,-20%,-2.0,-4%,3%,9,-27,-17%,-0.7,9%
CC(OC(=O)CN(C)S(=O)(=O)c1ccc(Cl)cc1)C(=O)Nc1ncc(Cl)cc1Cl (stereo not drawn),7%,-0.5,-2%,-3%,-3,0,-2%,-0.6,-2%
